TbMetRS inhib – T. brucei MetRS inhibitors, primary screen, biochemical, luminescence; methionyl-tRNA synthetase (Trypanosoma brucei brucei); purified T. brucei MetRS, ATP depletion, Kinase-Glo luminescence; inhibition, % at 11.9 µM; 0.4% of 360,000 active;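 active means inhibition above a per-plate cutoff of the control wells' mean inhibition plus 3 SD, cut at about 5.5% in these data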;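 further: 0% = DMSO wells median and 100% = median of wells with control inhibitor compound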
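Measured by: Kinase-Glo luciferase luminescence reporting remaining unconsumed ATP. Material: purified T. brucei MetRS enzyme. Doses: 11.9 µM compound single dose, 0.9% DMSO. Medium: HEPES buffer containing pyrophosphatase, BSA, spermine, DTT. Times: 15 min preincubation, 2 h reaction, all 25 °C. Reagent: methionine, ATP and bulk E. coli tRNA.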
LMPTP block – LMPTP phosphatase inhibitors, primary screen, biochemical, fluorescence intensity, uHTS; recombinant LMPTP-A, OMFP fluorogenic substrate; inhibition, % at 20 µM; Low molecular weight phosphotyrosine protein phosphatase (Homo sapiens), P24666; 0.22% of 360,000 active;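 active means compounds that cut the enzyme signal by at least half of the control window in the single-dose screen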;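 further: plate controls were DMSO wells with enzyme plus substrate for no effect and substrate without enzyme for full effect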
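Assay system: LMPTP-A phosphatase enzyme | Input: 0.625 nM enzyme | Also added: Fluorogenic phosphatase substrate OMFP at 400 µM final | Compound dosing: One test concentration per compound, 20 µM, with 3% DMSO overall | Schedule: 50 min enzyme reaction at room temperature, protected from light | Signal: Fluorescence intensity | Benchmarks: no-enzyme and uninhibited controls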
PABP1 MLLE inh – inhibitors of PABP1 MLLE–PAM2 peptide binding, primary screen, biochemical, fluorescence polarization, FITC-PAM2, GST-MLLE; AID 588489, 2011; inhibition, % at 20 µM; 0.36% of 360,000 active; Polyadenylate-binding protein 1 (Homo sapiens), P11940; in the data active means inhibition above about 35%, passing the limit was not always enough;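 further: plate controls were DMSO wells with GST-MLLE for no effect and wells lacking GST-MLLE protein for full effect; some results filed as inactive read as strong as hits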
Target sequence (P11940 whole entry, looked up): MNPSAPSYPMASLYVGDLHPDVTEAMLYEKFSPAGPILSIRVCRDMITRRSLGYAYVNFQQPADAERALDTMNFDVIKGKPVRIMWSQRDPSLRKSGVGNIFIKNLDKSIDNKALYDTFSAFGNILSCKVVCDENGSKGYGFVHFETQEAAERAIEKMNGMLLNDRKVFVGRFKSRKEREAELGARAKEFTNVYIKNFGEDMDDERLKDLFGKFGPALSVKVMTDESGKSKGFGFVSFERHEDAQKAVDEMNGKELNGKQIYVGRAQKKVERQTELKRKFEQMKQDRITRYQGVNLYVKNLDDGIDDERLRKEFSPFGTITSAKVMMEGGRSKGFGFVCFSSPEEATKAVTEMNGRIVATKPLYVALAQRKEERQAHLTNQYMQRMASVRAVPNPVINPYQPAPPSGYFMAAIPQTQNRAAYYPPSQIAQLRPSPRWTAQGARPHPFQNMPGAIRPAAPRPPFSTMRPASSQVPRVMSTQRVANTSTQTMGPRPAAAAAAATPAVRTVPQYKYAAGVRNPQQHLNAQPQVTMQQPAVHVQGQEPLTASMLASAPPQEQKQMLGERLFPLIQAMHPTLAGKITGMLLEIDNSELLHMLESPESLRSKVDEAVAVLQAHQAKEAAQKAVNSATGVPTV
Rpn11 inh – Rpn11 (PSMD14) deubiquitinase inhibitors, primary screen, biochemical, fluorescence polarization, uHTS; 0.59% of 360,000 active; 26S proteasome non-ATPase regulatory subunit 14 (Homo sapiens), O00487; AID 588493, 2011; calls only at 20 µM; human 26S proteasome, Ub4-pepOG fluorescence polarization; 20S core pre-blocked with epoxomicin;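 active means inhibition at 20 µM, scaled to each plate's controls, above about 33%, limit read from the data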
Target sequence (O00487 whole entry, looked up): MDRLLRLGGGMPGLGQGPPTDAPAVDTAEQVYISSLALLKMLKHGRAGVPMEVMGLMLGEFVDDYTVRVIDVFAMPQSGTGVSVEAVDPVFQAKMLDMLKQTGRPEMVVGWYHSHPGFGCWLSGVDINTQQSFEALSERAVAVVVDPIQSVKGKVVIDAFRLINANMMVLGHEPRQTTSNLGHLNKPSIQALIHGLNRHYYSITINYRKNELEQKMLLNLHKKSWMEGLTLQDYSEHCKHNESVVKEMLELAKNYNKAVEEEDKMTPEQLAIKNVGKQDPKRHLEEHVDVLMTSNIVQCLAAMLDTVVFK
DNMT1 inh – human DNMT1 methyltransferase inhibitors, primary screen, biochemical, molecular beacon, fluorescence, HinP1I cleavage, uHTS; DNA (cytosine-5)-methyltransferase 1 (Homo sapiens), P26358; inhibition (reported as % activation of signal), % at 10 µM; 0.83% of 360,000 active; AID 588458, 2011; in the data active means inhibition above about 50%
STEP block – STEP phosphatase inhibitors, primary screen, biochemical, fluorescence intensity, uHTS; recombinant STEP, OMFP fluorogenic substrate; inhibition, % at 20 µM; 0.25% of 360,000 active;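 active means inhibition at 20 µM, scaled per plate between control wells, above about 37%, limit read from the data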;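 further: 0% = DMSO with enzyme and substrate and 100% = substrate only without enzyme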
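System: STEP phosphatase, cell-free reaction; Buffer or medium: Bis-Tris pH 6.0 buffer with DTT, detergent; Incubation: 20 min at room temperature, dark; Measured by: fluorescence, 480/540 nm.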
Scp-1 inhibitor – Scp-1 phosphatase inhibitors, primary screen, biochemical, colorimetric, uHTS. 0.88% of 340,000 active. inhibition, % at 20 µM. Carboxy-terminal domain RNA polymerase II polypeptide A small phosphatase 1 (Homo …. Recombinant Scp1, phosphopeptide, malachite green phosphate absorbance;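 active means inhibition above about 50% at 20 µM, limit read from the data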;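 further: plate controls were DMSO wells with enzyme for no effect and wells lacking enzyme for full effect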
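Incubation: 45 min enzyme reaction at room temperature / System: truncated SCP-1 phosphatase (76-261aa) / Reagent: Phospho 17-mer peptide substrate / Buffer or medium: Acidic Tris acetate buffer with magnesium and detergent / Signal: absorbance at 630 nm / Doses: one concentration, 20 µM, with 1.0% DMSO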
NadD inh – inhibitors of S. aureus NadD, primary screen, biochemical, colorimetric, uHTS; Nicotinate-nucleotide adenylyltransferase NadD (Staphylococcus aureus N315); purified NadD enzyme, colorimetric absorbance read-out; inhibition, % at 20 µM; 0.78% of 360,000 active; AID 602399, 2012; in the data active means inhibition above about 26%; further: some compounds past the cut are filed as inactive
SUMO1 PPI mod – modulators of SUMO1 protein-protein interactions, primary screen, biochemical, uHTS; AID 602429, 2012; SUMO1 binding to a labelled peptide, TR-FRET, 1 h; Small ubiquitin-related modifier 1 (Homo sapiens), P63165; 0.33% of 360,000 active; inhibition, % at 20 µM; in the data active means inhibition above about 37%
Target sequence (P63165 whole entry, looked up): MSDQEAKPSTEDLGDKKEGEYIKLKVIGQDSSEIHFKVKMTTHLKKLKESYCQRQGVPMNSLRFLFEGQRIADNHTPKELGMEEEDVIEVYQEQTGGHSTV
CSN deneddyl inh – inhibitors of CSN-mediated cullin deneddylation, primary screen, biochemical, fluorescence polarization, uHTS; inhibition, % at 12.5 µM; Purified CSN, SCF-Nedd8-OG deneddylation; COP9 signalosome complex subunit 5 (Homo sapiens), Q92905; AID 651999, 2013; 0.38% of 360,000 active;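 active means pattern-corrected inhibition above about 35%, with an unprinted fluorescence ratio check between 0.5 and 1.5, limit read from the data, passing the limit was not always enough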;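 further: 0% = enzyme with substrate and 100% = substrate without enzyme; some results filed as inactive read as strong as hits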
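Test system: Human Csn5 produced in HEK293T cells | Compound: 12.5 µM single point | Times: 90 min, room temperature | Signal: Fluorescence polarization readout | Read-out basis: % inhibition of substrate cleavage by Csn5 | Controls: no-enzyme wells high, enzyme-with-substrate wells low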
Starred values were filed as active, the others as inactive; i = inactive; · = not tested or not shown. An unsorted share of the library. About 3.6% of those tested had a hit in this group.

TbMetRS inhib,LMPTP block,PABP1 MLLE inh,Rpn11 inh,DNMT1 inh,STEP block,Scp-1 inhibitor,NadD inh,SUMO1 PPI mod,CSN deneddyl inh,Molecule
-0.3,-0.6,-6.9,i,3.9,-0.9,-11.1,-3.3,-5.8,0.6,CC1=C(C(=O)OCCNC(=O)c2cccnc2)C(c2cccc([N+](=O)[O-])c2)C(C(=O)OCCN(C)C)=C(C)N1 (centres undefined)
0.3,-1.3,-0.6,i,-0.8,1.8,-5.3,-1.7,-2.0,-7.5,CCC(C)c1ccccc1NC(=O)COC(=O)CCc1cc(OC)c(OC)c(OC)c1 (centres undefined)
-0.3,-0.7,-67.2,i,0.0,-1.0,-5.7,-1.5,4.1,4.5,C=CCn1c(=S)[nH]c2cc(C(=O)NCCc3ccc(S(N)(=O)=O)cc3)ccc2c1=O
-1.1,1.7,4.7,i,13.5,-3.1,5.2,-3.5,0.0,1.9,CCOc1cccc(C(=O)Nc2ccc(N3CCN(S(C)(=O)=O)CC3)cc2)c1
0.3,-0.8,20.4,i,0.1,0.1,-7.7,1.8,-7.3,2.3,Cn1ncc(=S)[nH]c1=S
-0.2,0.4,0.3,i,1.1,0.5,-4.2,-14.2,3.2,3.5,O=C(Nc1ccc(Oc2ccccc2)nc1)C1CCN(Cc2ccco2)CC1
-0.4,3.8,-12.6,i,-0.9,-0.7,-16.1,-2.2,5.1,-2.6,Cn1c(SCc2ccc(Br)cc2)nc2ccccc2c1=O
0.2,-0.8,-46.6,·,1.5,2.5,-7.4,-6.8,-3.9,27.4,CC[n+]1c(/C=C/N(C)c2ccccc2)oc2ccccc21
0.3,2.1,11.3,i,8.8,5.5,-4.2,2.3,-1.3,-4.6,CCCCNc1cccc2c1S(=O)(=O)N(CCCC)CC(COCc1ccccc1)O2 (centres undefined)
-0.7,1.0,9.6,i,-4.5,-0.3,-14.5,6.9,-4.9,-3.8,CN(C)c1ccc(C(=O)c2ccc(O)cc2O)cc1
-0.8,0.0,·,·,·,·,·,0.0,6.5,-7.5,CC1(C)OC(=O)C2=C(C[C@@H](C3CCCCC3)O[C@H]2c2ccccc2)O1
0.1,-0.9,3.2,i,2.4,1.1,-0.6,-1.2,-0.5,3.0,CCc1nc2nc(C)c(NS(=O)(=O)c3ccc4c(c3)CCCC4)c(=O)n2[nH]1
0.7,-0.6,0.5,i,0.1,-4.8,-8.6,-3.0,-2.7,-0.6,CSCCC(NC(=O)c1ccc(C(C)(C)C)cc1)C(=O)O (centres undefined)
0.5,0.0,13.2,i,2.2,0.9,-7.3,-1.1,-1.7,-5.1,COC(=O)CSc1nc(C)c(C)c(C)c1C(N)=O
-0.6,0.0,-2.5,i,-0.9,-2.6,-2.0,-6.9,4.9,6.1,O=C(C1CCC1)N1CCN(c2ccc(Cl)cc2)CC1
-0.5,1.0,-13.8,i,-1.2,-2.5,-7.0,-8.4,1.8,-0.2,Cc1ccc(CSCCNC(=O)c2ccc(Cl)c(S(=O)(=O)N3CCOCC3)c2)cc1
0.3,3.4,-37.1,i,15.7,0.3,-2.3,39.5*,10.4,4.7,NC(=O)c1c(NC(=O)COC(=O)CSc2nnc(-c3ccc(Cl)cc3)o2)sc2c1CCC2
0.2,-1.8,-0.8,i,7.0,3.8,-10.4,13.2,-0.3,-3.1,CCCCN(CCCC)S(=O)(=O)c1ccc(C(=O)Nc2nnc(COC)o2)cc1
-0.3,-1.0,-30.1,i,10.4,0.2,-4.0,4.1,1.4,2.3,O=C(CCN=C1NS(=O)(=O)c2ccccc21)OCc1nnc(-c2ccccc2)o1
-1.1,8.4,-138.0,·,14.1,-5.0,-6.7,0.4,-29.0,133.4,CCOC(=O)/C(=C/C=C1\Sc2ccccc2N1CC)C(C)=O
-0.4,-0.9,-11.2,i,18.3,1.2,-2.3,9.0,-3.3,-1.9,CCOc1ccccc1C(=O)NCC(=O)Nc1ccc(-c2ccccc2)cc1
-0.1,-0.3,6.2,i,-1.9,-2.5,-6.2,-2.1,4.2,2.4,O=C1CCCN1CCCNc1ccc2nnc(CCC(=O)N3CCN(c4ccc(F)cc4)CC3)n2n1
-1.2,-11.8,-6.3,i,-4.1,-0.1,-4.2,-3.8,3.8,4.7,CCCN(CCC)C(=O)CSc1nc2n[nH]c(C)c2c(=N)n1-c1ccc(OCC)cc1
-0.1,2.0,-18.3,i,-2.4,2.2,-8.3,8.9,2.4,2.6,CC(=O)c1cccc(NC(=O)c2ccc(NC(=O)CC3SC(N4CCCCC4)=NC3=O)cc2)c1 (centres undefined)
-0.4,1.8,-3.5,i,-1.1,-3.1,-4.0,1.3,1.8,2.6,O=C(CSc1ccccc1)NCC1(N2CCCCC2)CCCCC1
-0.2,-1.6,1.4,i,0.7,-3.4,-11.7,-5.8,4.2,-1.8,CC(=O)NC1CCCc2c1cnn2-c1ccc(C(C)(C)C)cc1 (centres undefined)
1.3,-1.1,-2.6,i,0.2,-3.6,-4.6,-2.3,3.1,4.1,Cc1cc(NC(=O)C2CCCCC2)ccc1NC(=O)c1ccccc1Cl
-0.2,-0.5,-6.3,i,1.2,0.9,-5.3,3.7,3.7,-3.6,O=C(NC1CCCCCC1)c1ccc(Br)o1
-1.0,0.3,8.0,i,2.4,-1.9,0.2,-6.6,1.6,0.8,Cc1ccc(-c2nnn(CC(=O)N(CC3CCCO3)C(C(=O)NC3CCCC3)c3ccc(F)cc3)n2)o1 (centres undefined)
-0.3,-0.8,-7.4,i,-3.6,-3.7,·,2.2,-2.4,3.3,Nc1ccc2c(c1)C1(CCC2)NC(=O)NC1=O (centres undefined)
-0.1,-1.4,0.1,i,0.3,0.2,-0.4,2.5,-0.4,-3.4,CCCC1(CCC)NC(=O)NC1=O
0.3,-0.9,2.2,i,0.7,0.5,-6.5,-5.4,2.7,1.8,O=C(c1cc(COc2ccc(F)cc2F)on1)N1CCOCC1
0.6,-0.3,5.8,i,1.5,-1.0,-1.9,0.6,-1.6,-1.8,COc1ccc(N(Cc2ccccc2)C(=O)OC(C)(C)C)c(C(=O)N(C)OC)c1
-0.6,-0.6,0.3,i,-12.5,0.1,1.0,-0.1,-4.4,-1.5,O=c1c(N2CCOCC2)coc2ccccc12
-0.4,-3.0,5.6,i,7.3,-0.9,-0.1,3.5,-1.2,-0.4,CN(C(=O)c1cccc(NC(=O)Cc2cccc(NC(=O)C3CCCN(C(=O)C4CC4)C3)c2)c1)C1CC1 (centres undefined)
-0.3,-0.7,-0.1,i,1.3,4.3,-1.4,0.6,3.6,-2.6,CCOC(=O)Cc1nnc(NC(=O)C2CCCCC2)s1
-0.2,-1.4,-0.6,i,-9.4,-0.3,-5.1,-2.9,-0.1,3.2,CC(C)c1ccc(NC(=O)N2CCOCC2)cc1
-0.6,-1.0,3.1,i,-3.2,-2.1,-3.0,-3.2,-11.2,2.8,O=[N+]([O-])c1ccc2c(c1)nc1n2CCN(C2CCCCC2)C1
-0.2,-1.4,8.5,i,1.8,-1.8,-1.3,1.2,-0.7,0.6,O=C(CNS(=O)(=O)c1ccccc1)Nc1ccc(F)cc1F
0.0,-1.1,-26.7,i,-0.3,-0.5,-3.4,1.4,4.4,-1.0,CCCn1c(=S)[nH]c2cc(OC)c(OC)cc2c1=O

Only Scp-1 inhibitor (3 entries from above):
canonical_smiles | Scp-1 inhibitor
CCCN(CCC)C(=O)CSc1nc2n[nH]c(C)c2c(=N)n1-c1ccc(OCC)cc1 | -4.2
CC(=O)c1cccc(NC(=O)c2ccc(NC(=O)CC3SC(N4CCCCC4)=NC3=O)cc2)c1 (centres undefined) | -8.3
O=C(CSc1ccccc1)NCC1(N2CCCCC2)CCCCC1 | -4.0

Other records follow.
TbMetRS inhib,LMPTP block,PABP1 MLLE inh,Rpn11 inh,DNMT1 inh,STEP block,Scp-1 inhibitor,NadD inh,SUMO1 PPI mod,CSN deneddyl inh,Molecule
0.0,-1.4,6.2,i,0.2,-1.2,-6.0,-2.7,3.1,-6.5,CCc1cccc2c(=O)c(C(=O)N3CCOCC3)c[nH]c12
-1.8,-0.3,-3.7,i,3.6,-2.0,1.4,-3.1,-0.7,2.4,CCOCCCNS(=O)(=O)c1ccc(Br)cc1
-0.7,-0.8,3.7,i,2.3,0.6,4.8,-4.3,-22.0,1.9,O=C1NC(c2ccccc2Br)=N/C1=C\c1ccco1
0.0,-0.4,4.2,i,-6.5,-1.8,-5.6,-1.0,-1.6,7.3,CC(Cc1ccccc1)N/C=C1/CC(=O)NC1=O (centres undefined)

In the list so far, these contain an aryl methoxy group:
TbMetRS inhib,LMPTP block,PABP1 MLLE inh,Rpn11 inh,DNMT1 inh,STEP block,Scp-1 inhibitor,NadD inh,SUMO1 PPI mod,CSN deneddyl inh,Molecule
0.3,-1.3,-0.6,i,-0.8,1.8,-5.3,-1.7,-2.0,-7.5,CCC(C)c1ccccc1NC(=O)COC(=O)CCc1cc(OC)c(OC)c(OC)c1 (centres undefined)
0.6,-0.3,5.8,i,1.5,-1.0,-1.9,0.6,-1.6,-1.8,COc1ccc(N(Cc2ccccc2)C(=O)OC(C)(C)C)c(C(=O)N(C)OC)c1
0.0,-1.1,-26.7,i,-0.3,-0.5,-3.4,1.4,4.4,-1.0,CCCn1c(=S)[nH]c2cc(OC)c(OC)cc2c1=O
